KCNQ1 act – potentiators or activators of KCNQ1 channel, primary screen, cell-based, thallium flux, high-throughput; B-score at 10 µM; CHO-K1 KCNQ1, thallium flux FluxOR fluorescence; active compounds read high; actives 0.35% (n = 310,000); Potassium voltage-gated channel subfamily KQT member 1 (Homo sapiens), P51787;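 active = fluorescence ratio B-score, a plate-corrected score, at least three library SD, with initial intensity B-score within 5 SD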
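System: CHO-K1 cells stably expressing KCNQ1 / Medium: assay buffer for compound exposure, DMSO matched across wells / Reagent: thallium- and potassium-containing depolarizing buffer / Compound: one concentration, matched DMSO / Incubation: 20 min compound pretreatment at room temperature / Measured by: kinetic FluxOR fluorescence, 10 s baseline plus 110 s post-stimulus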
KCNQ1 block – inhibitors of human KCNQ1 channel, primary screen, cell-based, thallium flux, high-throughput | AID 2642, 2010 | Potassium voltage-gated channel subfamily KQT member 1 (Homo sapiens), P51787 | B-score at 10 µM | actives 1.3% (n = 310,000) | CHO-K1 KCNQ1, FluxOR thallium flux fluorescence; active compounds read high;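 active = compounds whose thallium flux B-score, printed positive for inhibition, exceeds three library SD while starting fluorescence stays within three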;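 note: channel opened by potassium depolarization with thallium stimulus after 20 min compound exposure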
RGS4 pot – RGS4 potentiators or activators, primary screen, cell-based, HEK293 M3R inducible RGS4, calcium flux. carbachol calcium flux Fluo4; active compounds read low. B-score at 10 µM. actives 0.92% (n = 310,000). AID 463111, 2010;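 active = B-score of the integrated calcium signal more than 4 SD below the library mean, with starting fluorescence not abnormally high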;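 note: negative B-score means reduced calcium response which marks RGS4 activation or potentiation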
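test system = HEK293 cells with stable M3R and inducible RGS4 | schedule = recording 10 s baseline at 1 Hz, 100 s post-agonist | technique = Fluo4-AM (2 µM) calcium-flux fluorescence, kinetic read | measure = Agonist-evoked peak-minus-minimum fluorescence over baseline, integrated ratio, B score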
SKKanGAS inh – S. pyogenes SKKanGAS growth inhibitors in kanamycin, primary screen, streptokinase expression inhibitor project, SKKanGAS strain, BacTiter-Glo luminescence | 6 h | inhibition, % at 7.5 µM | actives 1.3% (n = 300,000);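 active = mean replicate score, as percent of positive control median, at least 50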;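 note: strain carries kanamycin resistance gene driven by streptokinase promoter and grows in 40 µg/ml kanamycin; loss of luminescence reflects streptokinase promoter inhibition or plain growth inhibition; 0% = median of DMSO wells and 100% = positive control at its reference dose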
KCNK9 block – KCNK9 potassium channel inhibitors, primary screen, HEK293 cells, thallium flux | Potassium channel subfamily K member 9 (Homo sapiens), Q9NPC2 | FluxOR thallium flux fluorescence; active compounds read low | B-score at 10 µM | actives 1.2% (n = 310,000);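 active = ratio B-score over 3 SD below the library mean, with starting fluorescence within 5 SD of its mean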;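 note: negative B-score means less thallium flux so channel inhibition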
HDAC3 inhib – HDAC3 deacetylase inhibitors, primary screen, biochemical, fluorescence, cell-free homogeneous; recombinant HDAC3, fluorogenic peptide/trypsin coupled; Histone deacetylase 3 (Homo sapiens), O15379; actives 0.15% (n = 320,000); AID 2718, 2010; inhibition, % at 8.3 µM; in the data active = inhibition above about 26%, passing the limit was not always enough
KCNK3 inh – human KCNK3 channel inhibitors, primary screen, CHO cells, FluxOR thallium flux, B-score | FluxOR fluorescence; active compounds read low | B-score at 10 µM | actives 0.84% (n = 340,000);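 active = B-score under library mean minus 4 SD, starting fluorescence ratio at most library mean plus 5 SD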;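 note: more negative B-score means stronger inhibition of thallium flux through KCNK3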
hERG protect – hERG rescue from dofetilide block, primary screen, cell-based, CHO-hERG, FluxOR thallium flux, dofetilide IC70; Voltage-gated inwardly rectifying potassium channel KCNH2 (Homo sapiens), Q12809; dofetilide IC70 present; activation (rescue from dofetilide block), less the hit threshold, % at 10 µM; actives 0.51% (n = 310,000); AID 1511, 2009;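 active = activation above the mean of controls blocked by dofetilide plus 5 SD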;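 note: thallium influx through hERG after potassium depolarization seen as dye fluorescence rise; in these data hits start at about 4.7%; inactives centre near -7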
TMEM16A inh – TMEM16A chloride channel inhibitors, primary screen, cell-based, HTS; Anoctamin-1 (Mus musculus), Q8BHY3; HEK293 TMEM16A/YFP iodide influx fluorescence, ionomycin; normalized B-score (activity score, 25-100; higher = stronger inhibition) at 10 µM; actives 1.2% (n = 310,000);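 active = ratio plate-corrected score three or more library SD toward inhibition, starting fluorescence score within five deviations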;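 note: score derived from kinetic fluorescence span divided by baseline fluorescence per well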
Target sequence (Q8BHY3 whole entry, looked up): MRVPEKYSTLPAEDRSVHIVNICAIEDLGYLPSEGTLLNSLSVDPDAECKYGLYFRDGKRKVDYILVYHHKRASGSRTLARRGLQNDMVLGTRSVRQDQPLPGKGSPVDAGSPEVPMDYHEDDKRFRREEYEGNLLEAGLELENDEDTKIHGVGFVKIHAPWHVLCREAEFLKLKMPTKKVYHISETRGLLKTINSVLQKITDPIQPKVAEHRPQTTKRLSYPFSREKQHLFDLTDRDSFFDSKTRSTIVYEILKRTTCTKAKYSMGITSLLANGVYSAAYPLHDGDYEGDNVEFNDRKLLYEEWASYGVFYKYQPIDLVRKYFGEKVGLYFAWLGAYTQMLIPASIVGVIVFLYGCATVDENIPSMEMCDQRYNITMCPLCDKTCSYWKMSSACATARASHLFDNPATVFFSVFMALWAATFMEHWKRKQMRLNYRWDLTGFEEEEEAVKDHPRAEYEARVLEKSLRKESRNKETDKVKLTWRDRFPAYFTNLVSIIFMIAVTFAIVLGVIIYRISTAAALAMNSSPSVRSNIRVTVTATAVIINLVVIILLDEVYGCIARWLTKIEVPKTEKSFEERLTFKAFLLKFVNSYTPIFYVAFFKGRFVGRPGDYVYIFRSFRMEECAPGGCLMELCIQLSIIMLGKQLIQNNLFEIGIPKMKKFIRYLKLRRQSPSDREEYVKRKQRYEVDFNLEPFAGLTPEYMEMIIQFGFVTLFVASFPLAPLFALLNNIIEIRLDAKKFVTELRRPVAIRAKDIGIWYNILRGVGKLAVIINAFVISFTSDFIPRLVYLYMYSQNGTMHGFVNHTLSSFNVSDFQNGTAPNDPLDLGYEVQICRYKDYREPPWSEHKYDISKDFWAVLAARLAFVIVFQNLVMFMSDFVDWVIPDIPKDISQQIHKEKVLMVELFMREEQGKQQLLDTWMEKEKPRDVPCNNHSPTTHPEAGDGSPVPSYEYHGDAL
ANO1 activ – TMEM16A chloride channel activators or potentiators, primary screen, cell-based, HTS; B-score at 10 µM; HEK293 TMEM16A/YFP-H148Q/I152L, iodide quench fluorescence; active compounds read low; AID 623877, 2012; actives 0.3% (n = 340,000);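 active = fluorescence-ratio B-score plate-corrected deviation score at least 3 library SD below zero, with starting fluorescence score within 5 deviations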;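 note: channel opened by trigger with iodide after compound preincubation; score built on the fluorescence ratio of max minus min over baseline; more negative score means more quench and so TMEM16A activation or potentiation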
RGS4 block – RGS4 inhibitors, primary screen, cell-based, HEK293 M3R inducible RGS4, calcium flux. B-score at 10 µM. AID 463165, 2010. Fluo-4 calcium flux; active compounds read high; triggered by carbachol at its EC20. actives 0.45% (n = 310,000);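 active = B-score, a plate-corrected calcium signal, over three deviations above library mean, with baseline fluorescence within five deviations of library mean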;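 note: RGS4 expression induced by doxycycline in cells with stable M3 receptor; B-score is computed from the integrated fluorescence ratio over baseline after carbachol; higher B-score means a larger calcium signal and so more RGS4 inhibition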
* marks the source's active call; other numbers are inactive results; i = inactive; . = not tested or not shown. Not a hit list; 6.3% or so of the library scored in one or more.

SMILES	KCNQ1 act	KCNQ1 block	RGS4 pot	SKKanGAS inh	KCNK9 block	HDAC3 inhib	KCNK3 inh	hERG protect	TMEM16A inh	ANO1 activ	RGS4 block
COCCNC(=O)/C(C#N)=C/c1ccc(N2CCOCC2)o1	i	i	i	-9	i	9	i	-21	i	i	i
Cc1nn(Cc2ccccc2)c(C)c1C(=O)OCC(=O)c1cc(C)n(C2CC2)c1C	i	i	i	-2	i	4	i	-11	i	i	i
CCCCCCCCCCn1ccc(=N)cc1	i	9*	i	30	i	4	i	-24	i	i	i
COc1cccc(CNC(=O)CCn2c(=O)c3cccn3c3cccnc32)c1	i	i	i	-3	i	-4	i	-2	i	i	i
O=C(Cn1cnc2c(cnn2-c2ccccc2)c1=O)Nc1cc(S(=O)(=O)N2CCOCC2)ccc1Cl	i	i	i	4	i	-3	i	-5	i	i	i
COc1cc(C)c(CN2CCSCC2)cc1C	i	i	i	1	i	-2	i	-1	i	i	i
CCOc1ccc(NC(=S)NNc2ccnc3cc(Cl)ccc23)cc1	i	i	i	-12	i	2	i	-11	i	i	i
COc1cccc(-n2cc(CNCc3c(C(=O)N(C)C)nc4ccc(Cl)cn34)cn2)c1	i	i	i	-7	i	.	i	-13	i	i	i
C[C@@H]1C[C@@H]2OC(=O)[C@]3(C)[C@H]2[C@@H](OC3(C)O)[C@]2(C)C(=O)C=C[C@H]12 (stereo not given in full)	i	i	i	-1	i	12	i	-7	i	i	i
CCN(CC)S(=O)(=O)c1c(OC)cc(C)c(Cl)c1C	i	i	i	-4	i	18	i	-20	i	i	i
COc1ccc(NC(=O)c2csc3c2CCCC3)cc1	i	i	i	-10	i	1	i	-6	i	i	i
O=C(N1CCCCC1)N1CCN(S(=O)(=O)c2ccc(Cl)cc2)CC1	i	i	i	-5	i	-13	i	-5	i	i	i
C/C(CC(=O)Nc1cccc2c1CCCC2)=N\NC(=O)c1cccc2ccccc12	i	i	i	-6	i	5	i	-11	i	i	i
O=C(CSc1ncnc2c1cnn2-c1ccccc1)Nc1ccc2c(c1)OCO2	i	i	i	-3	i	7	i	-11	i	i	i
Cc1ccc(NC2=NC(c3ccc(F)cc3)n3c(nc(C)cc3=O)N2)cc1 (stereo not given)	i	i	i	5	i	7	i	-8	i	i	i
O=C1c2ccccc2C(=O)N1Cc1cc(-c2ccccc2Cl)no1	i	i	i	-5	i	3	i	11*	i	i	i
Cc1ccc(S(=O)(=O)CCC(=O)Nc2cccc([N+](=O)[O-])c2)cc1	i	i	i	-16	i	0	i	-9	i	i	i
Cc1ccc(C)c(N2CCN(C(=O)c3csc4ccccc34)CC2)c1	i	i	i	-4	i	9	i	-11	i	i	i
CC(C)c1nc(SCC(=O)Nc2nccs2)c2ccccc2n1	i	i	i	14	i	-10	i	-9	i	i	i
O=C1C(=O)N(CCCn2ccnc2)C(c2ccc(Br)cc2)/C1=C(\O)c1ccc2c(c1)OCCO2 (stereo not given)	i	i	i	1	i	6	i	-8	i	i	i
Cc1ccc(SCCNC(=O)/C=C/c2ccc(Cl)cc2)cc1	i	i	i	-3	i	-4	i	-6	i	i	i
Cc1[nH]c2ccccc2c1C(=O)C(=O)N1CC=C(c2ccccc2)CC1	i	i	i	-1	i	6	i	-6	i	i	i
COC(=O)c1sc(NC(=O)C2c3ccccc3Oc3ccccc32)c(C(=O)OC)c1C	i	i	i	11	i	1	i	-9	i	i	i
COc1ccc(N2CC(O)=C(c3nc(-c4ccc(F)cc4)cs3)C2=N)cc1Cl	i	i	i	-5	i	5	i	-3	i	i	i
CC(C)c1ccc(NC(=O)C[n+]2ccn(C3=C([O-])c4ccccc4C3=O)c2)cc1	i	i	i	-6	i	5	i	-2	i	i	i
O=S(=O)(/C=C/c1ccccc1)NC1CCCCCC1	i	i	i	17	i	3	i	-15	i	i	i
CCn1c(CNC(=O)c2ccccc2F)nnc1SCC(=O)NC1CCCCC1	i	i	i	1	i	3	i	-12	i	i	i
NNC(=O)c1snnc1-c1ccccc1	i	i	i	-2	i	3	i	-6	i	i	i
O=C(NCCS(=O)(=O)NC1CCCC1)c1ccc(F)cc1	i	i	i	1	i	6	i	-12	i	i	i
C=CCN1C(=O)c2ccc(C(=O)N(C)CC(=O)Nc3ccccc3Cl)cc2C1=O	i	i	i	-7	i	-8	i	-9	i	i	i
CCOC(=O)C1CCN(C(=O)c2ccccc2NS(=O)(=O)c2ccc(F)cc2)CC1	i	i	i	-7	i	5	i	-5	i	i	i
NS(=O)(=O)c1ccc(CCNC(=O)CNCCc2ccc(C(F)(F)F)cc2)cc1	i	i	i	0	i	2	i	-5	i	i	i
CCCCNC(=O)C(=O)NCc1ccncc1	i	i	i	4	i	0	i	-11	i	i	i
O=C(CC1S/C(=N/N=C/c2cccs2)NC1=O)Nc1ccc(Cl)c(Cl)c1 (stereo not given)	i	i	i	47	i	.	i	-13	i	i	i
COc1ccc(CNC(=O)N2CCN(c3cccc(Cl)c3)CC2)cc1OC	i	i	i	-6	i	1	i	-15	i	i	i
COc1cc(-c2nc3ccc4ccccc4c3c3c2CCC3)cc(OC)c1O	i	i	i	16	i	5	i	-3	i	i	i
CCn1ccnc1CNC(=O)C1CCC(=O)N(Cc2ccccc2F)C1 (stereo not given)	i	i	i	1	i	.	i	-2	i	i	i
Cc1c(CN2CCC(n3nccc3NC(=O)C3CC3)CC2)[nH]c2ccccc12	i	i	i	5	i	6	i	-7	i	i	i
CCN(C(=O)N1CCOCC1)c1ccccc1C	i	i	i	0	i	3	i	-9	i	i	i
O=C1CCCN1CCC1CCN(C(=O)Nc2ccccc2)CC1	i	i	i	-4	i	1	i	-12	i	i	i

Structures from the list above that contain a thiophene ring, fused or not, in the order listed:
SMILES	KCNQ1 act	KCNQ1 block	RGS4 pot	SKKanGAS inh	KCNK9 block	HDAC3 inhib	KCNK3 inh	hERG protect	TMEM16A inh	ANO1 activ	RGS4 block
COc1ccc(NC(=O)c2csc3c2CCCC3)cc1	i	i	i	-10	i	1	i	-6	i	i	i
Cc1ccc(C)c(N2CCN(C(=O)c3csc4ccccc34)CC2)c1	i	i	i	-4	i	9	i	-11	i	i	i
COC(=O)c1sc(NC(=O)C2c3ccccc3Oc3ccccc32)c(C(=O)OC)c1C	i	i	i	11	i	1	i	-9	i	i	i
O=C(CC1S/C(=N/N=C/c2cccs2)NC1=O)Nc1ccc(Cl)c(Cl)c1 (stereo not given)	i	i	i	47	i	.	i	-13	i	i	i

The results go on:
SMILES	KCNQ1 act	KCNQ1 block	RGS4 pot	SKKanGAS inh	KCNK9 block	HDAC3 inhib	KCNK3 inh	hERG protect	TMEM16A inh	ANO1 activ	RGS4 block
O=C(CN1C(=O)/C(=C\c2cccc(Cl)c2)Sc2ccccc21)NCCCN1CCOCC1	i	i	i	-8	i	-1	i	-13	i	i	i
O=C(Cc1ccc(Cl)c(Cl)c1)Nc1ccccc1N1CCCC1	i	i	i	28	i	1	i	-1	i	i	i
CSc1nsc(N/N=C/c2ccc3c(c2)OCO3)c1C#N	i	i	i	-12	i	-5	i	-8	i	i	i
CCn1c(=O)c(C(=O)NCCCc2ccccc2)c(O)c2ccccc21	i	6*	i	5	i	-2	i	-7	i	i	i
CCOC(=O)Cc1csc(NC(=S)NC(=O)c2cc(OC)cc(OC)c2)n1	i	i	i	11	i	5	i	1	i	i	i
NC(=O)c1ccccc1NC(=O)CN1CCOCC1	i	i	i	-2	i	3	i	-10	i	i	i
N=C(N)SCc1cn2ccccc2n1	i	i	i	-8	i	2	i	-6	i	i	i
O=C(c1c(Cl)cccc1Cl)N1CCN(c2cccc3[nH]ccc23)CC1	i	i	i	0	i	-9	i	-7	i	i	i
CCCCN(C)C1CCN(C(=S)Nc2cccc(OC)c2)CC1	i	i	i	-7	i	4	i	-11	i	i	i
CN(CC(=O)Nc1ccc([N+](=O)[O-])cc1Br)Cc1c(F)cccc1Cl	i	i	i	32	-15*	1	-10*	-18	i	i	i

Records above printed as active in KCNK9 block:
compound,KCNQ1 act,KCNQ1 block,KCNK9 block,HDAC3 inhib,KCNK3 inh,ANO1 activ,RGS4 block
CN(CC(=O)Nc1ccc([N+](=O)[O-])cc1Br)Cc1c(F)cccc1Cl,i,i,-15*,1,-10*,i,i

Back to the main list; the 2 compounds before the break are reprinted first.
SMILES	KCNQ1 act	KCNQ1 block	RGS4 pot	SKKanGAS inh	KCNK9 block	HDAC3 inhib	KCNK3 inh	hERG protect	TMEM16A inh	ANO1 activ	RGS4 block
CCCCN(C)C1CCN(C(=S)Nc2cccc(OC)c2)CC1	i	i	i	-7	i	4	i	-11	i	i	i
CN(CC(=O)Nc1ccc([N+](=O)[O-])cc1Br)Cc1c(F)cccc1Cl	i	i	i	32	-15*	1	-10*	-18	i	i	i
Cc1ccsc1C(=O)OCC(=O)Nc1c(C)n(C)n(-c2ccccc2)c1=O	i	i	i	5	i	-7	i	-5	i	i	i
CCOC(=O)CC(C(=O)OCC)P(=O)(c1ccccc1)c1ccccc1 (stereo not given)	i	i	i	2	i	1	i	-4	i	i	i
COc1ccc(C2(C(=O)N3CCCC3)CCOCC2)cc1OC	i	i	i	-3	i	0	i	-5	i	i	i
COc1ccc2cc(C(=O)OC(C)C)sc(=O)c2c1OC	i	i	i	-32	i	0	i	-7	i	i	i
O=C(N/C(=C\c1ccc([N+](=O)[O-])cc1)C(=O)N1CCCCC1)c1ccccc1Br	i	i	i	-13	i	4	i	-3	i	i	i
C=C1CCN([C@@H](Cc2ccccc2)C(=O)NCCC(C)C)S(=O)(=O)c2ccccc21	i	i	i	8	i	13	i	-12	i	i	i

Assay outcomes as filed in PubChem BioAssay.
